# Screening data deposited in PubChem BioAssay by Sanford-Burnham Center for Chemical Genomics.
# TIM10 inh: growth inhibitors of isogenic TIM10 control yeast, primary screen, counter-screen for tim10-1 yeast inhibitor project, luminescence, uHTS. S. cerevisiae TIM10 strain growth, BacTiter-Glo luminescence, 24 h. inhibition, % at 10 µM. 330,000 tested, 1.4% active;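 active = inhibition of 40% or more at the single tested concentration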;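 also: wild-type TIM10 isogenic control strain grown at permissive 25 °C; 0% = DMSO yeast wells and 100% = minimal medium wells without yeast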
# hIAP block: human IAP inhibitors, primary screen, biochemical, luminescence, uHTS. Intestinal-type alkaline phosphatase (Homo sapiens), P09923. purified IAP, CDP-Star luminescence, 30 min. inhibition, % at 10 µM. 330,000 tested, 0.12% active. AID 2544, 2010;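 active = inhibition reaching a set limit with compound at 10 µM in the primary screen, cut at about 35% in these data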;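 also: plate controls were DMSO wells with enzyme for no effect and no-enzyme buffer wells for full effect; values of inactives mirror those of a sister screen read the other way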
# Target sequence (P09923 whole entry, looked up): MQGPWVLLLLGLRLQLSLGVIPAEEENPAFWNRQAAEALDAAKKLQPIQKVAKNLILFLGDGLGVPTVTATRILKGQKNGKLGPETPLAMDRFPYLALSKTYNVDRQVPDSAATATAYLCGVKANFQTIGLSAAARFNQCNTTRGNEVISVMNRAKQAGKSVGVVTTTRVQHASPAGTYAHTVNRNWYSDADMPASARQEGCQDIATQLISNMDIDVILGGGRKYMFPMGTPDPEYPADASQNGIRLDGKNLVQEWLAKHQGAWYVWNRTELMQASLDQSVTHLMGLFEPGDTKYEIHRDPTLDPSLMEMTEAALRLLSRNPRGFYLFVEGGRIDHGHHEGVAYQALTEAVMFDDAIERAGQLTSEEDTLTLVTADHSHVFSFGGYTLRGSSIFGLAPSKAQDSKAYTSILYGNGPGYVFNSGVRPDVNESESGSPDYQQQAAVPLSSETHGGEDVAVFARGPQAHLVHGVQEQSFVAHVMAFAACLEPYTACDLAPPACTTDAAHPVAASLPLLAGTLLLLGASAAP
# mIAP act: activators of mouse IAP, primary screen, biochemical, luminescence, uHTS. 330,000 tested, 0.24% active. muIAP, CDP-Star luminescence, 30 min; stronger effect = higher value; 1 = vehicle-only enzyme signal, 0 = enzyme-free wells. activation factor at 10 µM;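 active = activation factor of at least 2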; also: the source names both 10 and 20 µM as test concentration; values of inactives mirror those of a sister screen read the other way
#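 System: mouse IAP enzyme. Reagent: CDP-Star chemiluminescent phosphatase substrate. Benchmarks: DMSO wells, no-enzyme wells. Times: 30 min enzyme-substrate-compound incubation at room temperature. Detection: luminescence from enzymatic CDP-Star hydrolysis. Doses: test compounds delivered from DMSO solution.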
# mIAP block: inhibitors of mouse IAP, primary screen, biochemical, luminescence, uHTS | intestinal alkaline phosphatase [Mus musculus] | purified mouse IAP, CDP-Star luminescence, 30 min | inhibition, % at 10 µM | 330,000 tested, 0.2% active | AID 2806, 2010;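 active = inhibition of at least 40% at 10 µM in the primary screen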;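 also: plate controls were DMSO with enzyme for no effect and no enzyme wells for full effect; values of inactives mirror those of a sister screen read the other way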
# APOBEC3A inh: APOBEC3A ssDNA deaminase inhibitors, primary screen, selectivity assay for APOBEC3G inhibitor project, biochemical, FAM/TAMRA oligo cleavage fluorescence; DNA dC->dU-editing enzyme APOBEC-3A (Homo sapiens), P31941; 330,000 tested, 0.41% active; recombinant A3A, FAM/TAMRA ssDNA deamination fluorescence; inhibition, % at 20 µM;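 active = at least 40% inhibition at 20 µM here, with at most 30% in a related deaminase screen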;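 also: plate controls were A3A with DMSO for no effect and wells lacking A3A enzyme for full effect; some results filed as inactive read as strong as hits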
# Target sequence (P31941 whole entry, looked up): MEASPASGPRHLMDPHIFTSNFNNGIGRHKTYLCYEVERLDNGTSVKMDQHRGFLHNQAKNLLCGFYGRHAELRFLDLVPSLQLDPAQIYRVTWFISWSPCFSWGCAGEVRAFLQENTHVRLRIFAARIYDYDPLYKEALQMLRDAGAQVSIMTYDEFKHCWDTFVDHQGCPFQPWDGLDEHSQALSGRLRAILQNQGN
# NALP3 yeast inh: NALP3 inflammasome inhibitors in reconstituted yeast, primary screen, luminescence, uHTS. Yeast reconstituted NLRP3/ASC/caspase-1, beta-gal luminescence, 24 h. inhibition, % at 10 µM. 330,000 tested, 0.39% active. AID 2825, 2010;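 active = inhibition of 50% or more; inactive = inhibition below 50%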;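 also: plate controls were induced DMSO wells for no effect and uninduced yeast grown without galactose for full effect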
# beta cell repl: inducers of MIN6 beta-cell proliferation, primary screen, ATP luminescence, uHTS | proliferation, % at 10 µM | AID 2380, 2010 | 330,000 tested, 0.29% active | MIN6 cells proliferation, ATPlite luminescence, 48 h; cells starved in 0.2% serum; 100% = growth in 10% serum;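 active = compounds whose signal lies at least 3.5 SD above the mean of all wells on their plate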;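 also: 0% = DMSO-treated cells in low-serum medium and 100% = 10% serum control; some compounds called inactive have numbers as strong as hits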
# A3G deaminase: APOBEC3G DNA deaminase inhibitors, primary screen, biochemical, fluorescence, single-stranded DNA substrate, uHTS; inhibition, % at 20 µM; DNA dC->dU-editing enzyme APOBEC-3G (Homo sapiens), Q9HC16; 330,000 tested, 0.28% active; recombinant A3G, ssDNA deamination FAM/TAMRA fluorescence;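 active = inhibition of at least 40% at 20 µM, with no more than 30% in the related APOBEC3A deaminase screen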;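 also: plate controls were DMSO wells with A3G for no effect and wells lacking A3G enzyme for full effect; some compounds called inactive have numbers as strong as hits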
# Target sequence (Q9HC16 whole entry, looked up): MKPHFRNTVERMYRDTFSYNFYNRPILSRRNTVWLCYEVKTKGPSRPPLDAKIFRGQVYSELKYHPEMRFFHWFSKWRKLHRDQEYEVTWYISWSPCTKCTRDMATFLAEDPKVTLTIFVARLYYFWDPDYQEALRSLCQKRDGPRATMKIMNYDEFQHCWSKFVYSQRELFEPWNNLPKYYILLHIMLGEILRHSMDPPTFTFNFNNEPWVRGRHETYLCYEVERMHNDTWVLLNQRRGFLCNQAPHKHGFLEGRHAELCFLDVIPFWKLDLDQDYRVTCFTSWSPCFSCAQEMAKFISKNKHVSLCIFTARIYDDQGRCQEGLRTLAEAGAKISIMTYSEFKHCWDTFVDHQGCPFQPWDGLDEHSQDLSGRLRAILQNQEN
# tim10-1 inh: growth inhibitors of tim10-1 mutant yeast, primary screen, luminescence, uHTS; AID 463190, 2010; inhibition, % at 20 µM; S. cerevisiae tim10-1 ts strain growth, BacTiter-Glo, 24 h; 330,000 tested, 2.2% active;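 active = inhibition of at least 40%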;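 also: mutant grown at 25 °C; 0% = DMSO wells with yeast and 100% = wells holding no yeast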
# Starred values were filed as active, the others as inactive. Not a hit list, and some 4.6% of all compounds hit somewhere here.
SMILES,TIM10 inh,hIAP block,mIAP act,mIAP block,APOBEC3A inh,NALP3 yeast inh,beta cell repl,A3G deaminase,tim10-1 inh
Cc1ccc(C(=O)NC(=S)NNC(=O)c2cccc([N+](=O)[O-])c2)cc1,14,-73,0.92,8,1,31,-1,-3,-5
Cc1ccc(-c2csc3ncn(CC(=O)N4CCOCC4)c(=O)c23)cc1C,12,7,1,0,2,-16,-4,-2,7
Cc1ccc(OCCNC(=O)/C=C/c2ccco2)cc1C,-6,5,0.94,6,4,18,-5,1,3
N#Cc1cccn1-c1nccc(-c2cccs2)n1,17,-6,0.98,2,-2,24,4,-6,39
O=C(c1ccc(-c2cc3ccccc3oc2=O)cc1)N1CCN(c2ccc(Cl)cc2[N+](=O)[O-])CC1,14,14,0.96,4,-1,11,-2,-4,14
C=CCn1c(C)cc(C(=O)COc2ncnc3sccc23)c1C,10,-1,1,-1,-3,30,-3,-6,-9
CC1=NN(C(N)=S)C(=O)C1N=Nc1ccc(C)cc1C (stereo not given),9,-35,0.93,7,-3,34,-3,-3,4
Cc1oc2c(O)c(O)ccc2c(=O)c1-c1cnn(-c2ccccc2)c1,17,-32,1,-4,3,-1,-6,-1,27
O=C(O)CCCNc1ccc([N+](=O)[O-])c(NCCCC(=O)O)n1,14,22,1,0,2,45,-3,-2,-3
CC(C)CC(C(=O)OCC(=O)Nc1cccc(Cl)c1)N1C(=O)C2CC=CCC2C1=O (stereo not given),32,-21,1.1,-9,5,27,0,-8,22
C[C@H](CO)N1C[C@H](C)[C@@H](CN(C)Cc2ccc(C(=O)O)cc2)Oc2c(NC(=O)Cc3ccccc3)cccc2C1=O,11,13,0.96,4,1,5,-1,-4,-1
Cn1cc(S(=O)(=O)CC(=O)Nc2ccc(Br)cc2)c2ccccc21,-20,14,1.2,-15,-1,6,2,-6,-9
Cc1cccc(Cc2nnc(CCC(=O)N3CCCCC3c3nccs3)o2)c1 (stereo not given),19,14,0.91,9,-4,15,0,-3,17
Cc1cc(=O)[nH]c(NN=C2CCC(C(C)(C)C)CC2)n1 (stereo not given),-14,-46,1.1,-10,-3,0,-1,-9,-4
Cc1sc2ncnc(N[C@@H](Cc3ccccc3)C(=O)O)c2c1C,-21,-11,1,-4,0,0,-2,-5,8
CCCN(CC(=O)Nc1ccc(F)c(F)c1F)C(=O)c1ccc(=O)n(Cc2ccccc2)n1,9,-6,0.98,2,1,9,0,-9,-4
Cc1cc(S(=O)(=O)Nc2ccc(N3CCOCC3)cc2)ccc1Br,7,12,0.92,8,-4,24,-3,-12,0
Cc1oc2c(CN3CCCCC3C)c(O)ccc2c(=O)c1-c1ccccc1 (stereo not given),10,-20,1,-2,3,17,-1,-5,0
O=C(NCc1ccco1)C(c1cccnc1)N(C(=O)Cn1nnc2ccccc21)c1ccccc1 (stereo not given),4,-40,1.1,-7,-5,19,0,5,20
O=C(NCc1ccc(Cl)cc1)N1CCc2ccccc2C1,-14,-24,1.1,-8,-2,16,0,-6,20
CCOc1ccc(S(=O)(=O)NCCC(=O)NCCc2ccc(C(C)C)cc2)cc1,9,8,1,-1,-3,12,-4,-10,7
COC(=O)[C@@]1(Cc2ccc(F)cc2)[C@H]2c3cc(C(=O)N(C)C)n(Cc4ccc(OC)c(OC)c4)c3C[C@H]2CN1C(=O)c1ccccc1,13,8,0.89,11,-4,21,-4,-11,11
CC(C)COc1ccc(-c2nn(-c3ccccc3)cc2/C=C2/SC(=S)N(CC(=O)O)C2=O)cc1,10,-11,0.81,19,0,34,-4,-11,10
CC1(C)Cc2ccccc2-c2nc(NN)[nH]c(=O)c21,2,-13,0.93,7,-4,-2,2,-12,36
CC1CCCCC12NC(=O)N(CC(=O)N1CCN(Cc3ccc(C#N)cc3)CC1)C2=O (stereo not given),-3,10,0.88,12,-4,8,0,-12,-18
COc1cc(C2C3=C(Nc4ncnn42)c2ccccc2CC3)cc(OC)c1OC (stereo not given),22,-2,1,-2,0,0,-5,0,26
CCN(CC)c1ccc(/C=N/NC(=O)c2ccc3nc[nH]c3c2)cc1,10,-61,0.99,1,-1,3,-1,-10,9
Cc1ccccc1-c1nnn(CC(=O)Nc2ccc3c(c2)OCCO3)n1,-36,-2,1.3,-27,-3,-9,2,3,-4
CC(NC(=O)c1ccccc1)C(c1cccs1)N1CCOCC1 (stereo not given),-3,5,1,-5,1,6,-1,-2,-12
CCOc1ccc2ccccc2c1/C=N/NC(=O)CNC(=O)Cc1ccccc1,-4,-26,1,0,0,13,-2,-12,3

# Reformatted tab-delimited: three of the compounds above.
Compound	TIM10 inh	hIAP block	mIAP act	mIAP block	APOBEC3A inh	NALP3 yeast inh	beta cell repl	A3G deaminase	tim10-1 inh
CC(NC(=O)c1ccccc1)C(c1cccs1)N1CCOCC1 (stereo not given)	-3	5	1	-5	1	6	-1	-2	-12
CC1CCCCC12NC(=O)N(CC(=O)N1CCN(Cc3ccc(C#N)cc3)CC1)C2=O (stereo not given)	-3	10	0.88	12	-4	8	0	-12	-18
Cc1ccccc1-c1nnn(CC(=O)Nc2ccc3c(c2)OCCO3)n1	-36	-2	1.3	-27	-3	-9	2	3	-4

# Further entries follow:
SMILES,TIM10 inh,hIAP block,mIAP act,mIAP block,APOBEC3A inh,NALP3 yeast inh,beta cell repl,A3G deaminase,tim10-1 inh
S=C(NCCSCc1ccc(Cl)cc1Cl)Nc1ccccc1,59*,10,1.8,-78,-2,35,-7,-5,48*
COc1ccc(N(CC(=O)NC2CCCCC2)C(=O)CNC(=O)c2cccs2)cc1OC,7,-5,1,-3,-6,7,0,-6,11
COc1ccccc1C(=O)COC(=O)CSC(C)C(=O)Nc1cc(C)on1 (stereo not given),-3,-6,0.98,2,-1,31,-3,-4,13
CN(C)S(=O)(=O)c1ccc(NC(=S)NC(=O)C2CCC2)cc1,7,-8,1.1,-8,-4,5,-1,-8,9
Cn1c(Cc2cccs2)nnc1SCC(=O)Nc1ccccc1,8,9,0.97,3,-5,-2,2,-10,11
O=c1c(Cl)c(N2CCN(S(=O)(=O)c3ccc(F)cc3)CC2)cnn1-c1cccc(Cl)c1,23,0,0.99,0,-1,6,-3,-3,23
Cc1ccccc1C(=O)Nc1ccccc1C(=O)N/N=C\c1ccco1,17,-2,0.91,9,-5,1,-1,-6,17
O=C(CSc1nc2cccnc2n1Cc1ccccc1)NC1CCCCC1,0,2,0.87,13,-3,14,0,-3,26
Clc1cccc(CSc2nnc(-c3sccc3-n3cccc3)o2)c1,-8,-5,0.96,4,-5,14,-3,-6,4
COC(=O)C1=C(C)N=C2SCCC(=O)N2C1c1ccc(C(=O)OC)cc1 (stereo not given),4,8,0.97,3,9,21,1,2,5
Cc1ccc(CNc2cc(-c3nn4c(C)nnc4s3)ccc2C)s1,22,16,1.1,-11,1,22,-1,-3,14
Cc1nc2nc[nH]n2c(=O)c1NS(=O)(=O)c1ccc(F)cc1,-10,-9,0.96,4,0,11,-1,-6,-7
Fc1ccccc1/C=N/Nc1nc(-c2ccccn2)nc2ccccc12,21,-6,0.96,4,-3,-6,-4,-7,20
O=C(NCC1OCCc2ccccc21)c1ccc(NC(=O)c2ccc(Cl)cc2)cc1 (stereo not given),5,22,1,-4,0,15,0,0,27
Cc1ccc(CNC(=O)CS(=O)(=O)Cc2nc(-c3ccc(C)cc3)oc2C)cc1,5,-4,1,-3,-5,1,-1,-5,-3
COc1cccc(OCc2cc(C(=O)N3CCN(C(C)=O)CC3)no2)c1,-1,-12,1.1,-7,-6,3,1,-8,-11
CCOc1ccccc1-n1nnnc1SCC(=O)NCC1(N2CCOCC2)CCCCC1,6,-18,1.1,-10,4,2,-4,-6,16
COc1ccccc1CCC(=O)Nc1ccc2c(c1)CN(Cc1ccc(CO)o1)CC2,2,-29,1,-3,1,0,0,1,6
COc1ccc(N2C(=O)C(C)C(Cc3ccc(C)cc3)C2=O)cc1 (stereo not given),12,16,0.97,3,-2,12,0,-5,20
Cc1cc(S(=O)(=O)NCc2cccnc2)ccc1F,-5,10,0.9,10,-5,10,-1,15,-11
Cn1c(SCC(=O)Nc2ccc(F)cc2)nnc1-c1cccnc1,0,-3,0.96,4,5,21,0,4,-13
COC(=O)c1c(C)[nH]c(C(=O)COC(=O)Cc2ccc3c(c2)OCCO3)c1C,-5,6,1,-1,2,10,-1,-2,16
CCOC(=O)N1CCN(C(=O)c2cn(C)c3ccc(S(=O)(=O)N4CCC(C)CC4)cc3c2=O)CC1,9,-3,1,-3,0,19,-4,-7,-7
C[n+]1c2n(c3ccccc31)N=C(c1ccc(Br)cc1)CS2,43*,-6,0.73,26,-4,6,-6,-7,44*
S=C(c1ccccc1)N1CCCC1,1,-19,0.95,5,-7,-11,-2,-5,-5
COc1ccc2c(c1OC)C(=O)OC2Nc1nc(-c2ccc(-c3ccccc3)cc2)cs1 (stereo not given),31,5,0.91,9,3,19,-5,-3,3
COc1cc(OC)c(NC(=O)CCc2ccccc2)cc1Cl,-4,14,1,-2,2,16,0,-2,38
Cn1c(CNc2ccccn2)c(C#N)c2ccccc21,12,-15,1,-2,-3,28,-3,-3,-2
COc1ccc(C2C(C(N)=O)=C(C)Nc3nc(-c4ccccc4Cl)nn32)c(OC)c1 (stereo not given),0,16,0.97,3,-3,0,-2,-3,6
Cc1nnc(SCC(=O)NNC(=O)c2ccco2)n1-c1ccccc1,6,-39,0.86,14,1,8,-1,-7,10
COc1ccc(-c2nnc(SCC(=O)/C(C#N)=C(\C)N)o2)cc1,-9,-4,1,-2,8,9,-2,2,16
COc1cc(-c2nn3c(Cc4ccccc4)nnc3s2)cc(OC)c1OC,15,-6,1.1,-9,5,4,4,15,32
Cc1c(C#N)sc(C(N)=O)c1C,-6,-29,0.98,2,-5,13,1,-7,-4
COc1ccc(Nc2nc(N)nc(SCc3nnc(C)s3)n2)cc1,18,10,1.1,-9,7,10,0,4,21
Cc1ccccc1NS(=O)(=O)c1ccc(F)cc1,8,-9,1,-3,1,10,0,-4,17
COc1cccc(-c2nnc(SCC(=O)Nc3cc(C)ccc3OC)n2N)c1,9,-2,1,-1,0,-6,-3,3,1
COc1cccc(NC(=O)C(NCCC(C)C)c2ccccc2)c1 (stereo not given),20,8,1.1,-12,2,2,0,-7,26
CCOC(=O)c1ccccc1NC(=O)c1cn(CC)c2nc(C)ccc2c1=O,14,9,0.99,1,0,19,5,-4,-8
Cn1cccc1/C=N\NC(=O)C1COc2ccc(C(C)(C)C)cc2O1 (stereo not given),16,8,1.1,-10,-1,10,-5,-3,5
O=C(CCC(=O)Nc1nnc(C2CCCCC2)s1)Nc1ccc(F)cc1,4,11,0.95,5,3,15,-1,11,-6
COCCNC(=O)C(C)OC(=O)c1cc2occc2n1C (stereo not given),1,-4,0.98,2,0,2,-3,-1,-5
CCOc1ccc(/C=N/Nc2ccccc2)cc1,1,11,0.99,1,-5,20,-4,-8,11
